Screening data deposited in PubChem BioAssay by several laboratories.
DAX1 inh-1: DAX1 (NR0B1) inhibitors, primary screen, cell-based, HEK293, Gal4-DAX1, luciferase luminescence | Nuclear receptor subfamily 0 group B member 1 (Homo sapiens), P51843 | HEK293 Gal4-DAX1 luciferase reporter | inhibition, % at 6.75 µM | 0.99% of 340,000 active | AID 504766, 2011;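 active = inhibition above the mean over all tested compounds plus 3 SD, cut at about 4.2% in these data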;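 note: 0% = DAX1-transfected cells with DMSO and 100% = empty-vector control cells with DMSO; inhibition shows as a rise in luminescence from relieved DAX1 repression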
DAX1 inh-2: DAX1 (NR0B1) inhibitors on StAR promoter, primary screen, cell-based, luminescence, SF-1 (NR5A1), full-length DAX-1; HEK293T StAR-luciferase reporter, SF-1/DAX-1 repression relief; inhibition, % at 6.8 µM; 1.1% of 370,000 active; AID 652010, 2013;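 active = inhibition above the mean over all tested compounds plus 3 SD, cut at about 3.6% in these data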;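 note: 0% = DAX-1 cells with DMSO and 100% = cells lacking DAX-1 with DMSO; higher inhibition means more luminescence from relief of DAX-1 repression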
ADAM17 inh: ADAM17 inhibitors, primary screen, biochemical, QFRET. recombinant ADAM17, EDANS/DABCYL FRET peptide cleavage. inhibition, % at 6.95 µM. 0.83% of 370,000 active;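 active = inhibition above the mean of compounds lying between control limits plus 3 SD, set per campaign, cut at about 8.5% in these data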;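 note: 0% = DMSO-only wells as the low control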
Target sequence (P78536 215-824 limits assumed): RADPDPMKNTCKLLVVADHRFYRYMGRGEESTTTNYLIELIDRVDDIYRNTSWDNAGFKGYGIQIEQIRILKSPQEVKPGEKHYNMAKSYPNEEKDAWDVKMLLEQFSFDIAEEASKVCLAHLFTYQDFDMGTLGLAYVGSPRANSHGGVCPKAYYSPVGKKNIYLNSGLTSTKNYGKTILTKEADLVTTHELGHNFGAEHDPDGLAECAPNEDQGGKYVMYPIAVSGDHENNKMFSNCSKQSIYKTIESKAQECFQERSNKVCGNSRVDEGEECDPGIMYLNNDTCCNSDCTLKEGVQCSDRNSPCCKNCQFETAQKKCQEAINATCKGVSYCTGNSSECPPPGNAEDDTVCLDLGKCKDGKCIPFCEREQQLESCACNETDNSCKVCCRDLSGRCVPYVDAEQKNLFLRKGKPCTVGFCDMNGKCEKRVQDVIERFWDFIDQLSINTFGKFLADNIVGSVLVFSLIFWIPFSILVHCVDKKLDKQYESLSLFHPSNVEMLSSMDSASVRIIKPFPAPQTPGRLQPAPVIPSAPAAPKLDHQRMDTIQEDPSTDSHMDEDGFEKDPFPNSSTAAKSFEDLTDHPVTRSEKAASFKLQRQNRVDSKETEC
hcDAF12 agonist: H. contortus DAF-12 nuclear receptor activators, primary screen, cell-based, luminescence, HEK293, lit1-tk-luc reporter. HEK293 hcDAF-12 lit1-tk-luc reporter; 0% DMSO, 100% Δ7-dafachronic acid. activation, % at 6.8 µM. 1.4% of 370,000 active. AID 652067, 2013;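 active = activation above the mean of all tested compounds plus 3 SD, cut at about 5.5% in these data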;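 note: 100% = response to 3 µM Δ7-dafachronic acid high control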
ADAM10 inh: human ADAM10 inhibitors, primary screen, biochemical, QFRET, HTS | Disintegrin and metalloproteinase domain-containing protein 10 (Homo sapiens), O14672 | 0.62% of 370,000 active | recombinant ADAM10, EDANS/DABCYL FRET peptide cleavage, 3 h | inhibition, % at 7 µM;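 active = inhibition above a per-campaign cutoff equal to the mean of compounds falling between control-based bounds plus 3 SD, cut at about 20% in these data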;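 note: 0% = DMSO wells while the 100% control is not disclosed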
Target sequence (O14672 214-748 limits assumed): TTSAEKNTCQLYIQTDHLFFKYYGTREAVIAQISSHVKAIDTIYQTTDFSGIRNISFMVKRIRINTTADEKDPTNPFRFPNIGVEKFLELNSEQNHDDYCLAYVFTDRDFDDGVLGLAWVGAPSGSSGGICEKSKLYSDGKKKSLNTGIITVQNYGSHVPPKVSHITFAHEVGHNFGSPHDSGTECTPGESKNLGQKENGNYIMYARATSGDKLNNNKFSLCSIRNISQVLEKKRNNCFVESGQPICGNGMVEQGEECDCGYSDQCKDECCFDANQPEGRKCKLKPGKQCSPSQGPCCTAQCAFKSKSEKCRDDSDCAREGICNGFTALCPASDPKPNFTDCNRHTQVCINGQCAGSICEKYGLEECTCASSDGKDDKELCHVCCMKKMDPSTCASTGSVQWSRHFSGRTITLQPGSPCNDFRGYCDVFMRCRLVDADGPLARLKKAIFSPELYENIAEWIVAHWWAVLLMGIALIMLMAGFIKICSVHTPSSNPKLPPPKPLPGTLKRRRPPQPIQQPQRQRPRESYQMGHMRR
NPR1 activator: GC-A stimulated cGMP production enhancers – HEK293 GC-A cells, cGMP TR-FRET, EC30 ANP, primary screen; AID 1671463, 2021; 0.14% of 370,000 active; activation, % at 10 µM; Atrial natriuretic peptide receptor 1 (Homo sapiens), P16066; 0% at EC30 ANP, 100% saturating ANP; in the data active = activation above about 40%
hgDAF-12 ag: H. glycines DAF-12 receptor agonists, primary screen, cell-based, luminescence, HEK293, GAL4 fusion, UAS-luciferase; Nuclear hormone receptor DAF-12 (Heterodera glycines), GAL4 fusion; HEK293 GAL4-hgDAF12 UAS-luciferase reporter, agonist luminescence; normalized to butyrate control; activation, % at 6.8 µM; 1.8% of 370,000 active; AID 687014, 2013;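 active = activation above a cutoff set at the mean of all screened compounds plus 3 SD, cut at about 10% in these data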;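 note: 0% = DMSO wells and 100% = sodium butyrate wells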
PG9 Ab binder: binders of HIV-1 gp120 antibody PG9, primary screen, biochemical, TR-FRET | TR-FRET gp120-PG9 antibody binding | 0.43% of 360,000 active | inhibition, % at 6.7 µM | HIV-1 gp120 / PG9 antibody interaction; in the data active = inhibition above about 8.5%
FXN GAA850 act: FXN promoter activators, primary screen, cell-based, luciferase luminescence, HEK293 lucGAA850 | HEK293 lucGAA850 FXN promoter luciferase reporter, 24 h; percent of 10 µM SAHA response | activation, % at 6 µM | 0.56% of 360,000 active | AID 540364, 2011;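 active = activation above the average of all compounds screened plus 3 SD, cutoff fixed separately per campaign, cut at about 7.5% in these data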;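 note: 0% = DMSO wells and 100% = 10 µM SAHA wells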
ssDAF12 agonist: S. stercoralis DAF-12 nuclear receptor activators, primary screen, cell-based, luminescence, HEK293, GRIP1 co-expression, lit1-tk-luc. AID 652126, 2013. 1% of 370,000 active. activation, % at 6.8 µM. HEK293 ssDAF-12/GRIP1 lit1-tk-luc reporter; % of 3 µM dafachronic acid response;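 active = activation above the mean over all tested compounds plus 3 SD, cut at about 0.9% in these data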;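 note: 0% = DMSO-only wells and 100% = 3 µM delta7-dafachronic acid wells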
SMARCA2 activ: SMARCA2 (BRM) function activators, primary screen, cell-based, luminescence, high throughput; 1% of 370,000 active; activation, % at 9.1 µM; MG213 cells, MMTV-luciferase reporter, dexamethasone, overnight; in the data active = activation above about 7.8%;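 note: 0% = vehicle wells and 100% = reference activator wells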
* = called active by the depositor; i = inactive; . = no result given.

SMILES	DAX1 inh-1	DAX1 inh-2	ADAM17 inh	hcDAF12 agonist	ADAM10 inh	NPR1 activator	hgDAF-12 ag	PG9 Ab binder	FXN GAA850 act	ssDAF12 agonist	SMARCA2 activ
N=c1sccn1CC(=O)Nc1ccc2c(c1)CCC2	1.8	-0.7	-10	0.0	6	2	1.4	-0.1	-3.0	-0.9	-5
COc1ccc(-n2nc(C(=O)NCC(=O)Nc3cc(OC)c(OC)c(OC)c3)c3ccccc3c2=O)cc1Cl	-2.9	-1.2	1	-1.6	-2	3	-5.7	0.3	-7.0	-1.3	-1
COc1ccc(NCC(=O)Nc2ccc(C#N)cc2)cc1Cl	0.1	-0.8	2	-1.0	8	0	-0.6	0.2	2.7	-2.0	-2
CC(C)(C)c1ccc(S(=O)(=O)NC(=O)C2(C)CCN2C(=O)C2(c3ccccc3)CC2)cc1 (centres undefined)	.	0.0	2	2.5	-4	2	2.3	0.2	0.3	-1.8	0
COc1ccc(CCNC(=O)CC(=O)N/N=C/c2ccc(Br)cc2)cc1OC	0.7	0.1	0	-2.0	7	1	-1.5	-2.9	-0.1	-0.7	-5
CCOC(=O)c1sc2nc3n(c(=O)c2c1C)CCC(C)CC3 (centres undefined)	0.4	0.6	0	-1.3	1	3	3.9	-2.6	4.0	-1.8	6
CCOc1ccc(OCCC(=O)N(CCC2=CCCCC2)c2c(N)n(Cc3ccccc3)c(=O)[nH]c2=O)cc1	1.0	-0.5	0	0.3	3	-2	1.1	0.1	-2.7	-0.6	-1
CC(=O)n1cc(C2C(=O)CC(C)(C)CC2=O)c2ccccc21	1.5	1.7	-4	6.3*	-10	9	-1.0	2.1	1.4	1.4*	1
Cc1csc(N2CCCC2c2nc3cc(C(F)(F)F)ccc3n2CCOCCO)n1 (centres undefined)	0.3	-0.1	-2	-1.7	-6	0	-1.9	0.6	-0.2	-1.1	-2
C/C(=N\NC(=O)Cn1cc([N+](=O)[O-])cn1)c1ccc(O)cc1	0.4	-0.3	3	-1.1	3	0	-0.7	-1.0	1.6	-1.0	0
O=C1CCC(C(=O)OCc2cc(=O)oc3ccc4ccccc4c23)=NN1	-0.9	-0.1	-244	2.0	i	-1	-0.8	1.3	1.2	-1.3	-2
O=[N+]([O-])c1cccc(/C=N/NS(=O)(=O)c2ccccc2)c1	0.6	-0.5	-2	0.5	-1	1	-1.4	1.1	3.2	-0.1	0
Cc1ccc(OCc2nnc(SCC(=O)c3ccccc3)n2Cc2ccco2)cc1	-0.1	-0.7	0	-2.3	-1	-6	-2.5	0.4	-0.4	-1.2	0
Cc1ccccc1N1CCN(CCC(=O)Nc2ccc(F)cc2)CC1	-0.9	-0.2	-1	-1.6	6	-3	0.0	-0.9	0.7	-1.5	-3
COc1cc(/C=C2\SC(=S)N(NC(=O)c3cccnc3)C2=O)ccc1O	-0.6	0.0	-1	-0.6	2	-1	1.7	-7.5	0.6	-1.4	2
CCn1cc(/C=N/N=C2\CCC3C4CCc5cc(O)ccc5C4CC[C@]23C)c(C)n1 (some centres undefined)	-0.1	-0.4	-3	-0.2	-3	-3	0.3	0.2	0.1	-1.1	1
Cc1ccccc1C(=O)N1CC(=O)Nc2ccc(F)cc2C1c1ccc(F)cc1 (centres undefined)	0.1	-0.3	-4	-2.6	0	-15	-2.5	0.8	0.3	-0.8	-1
COCCNC(=O)CN(c1cc(Cl)ccc1OC)S(C)(=O)=O	-0.3	0.0	-3	-1.1	0	-2	-1.9	-0.4	-1.3	-1.5	-2
COc1ccc(N(C(=O)c2snc(C(N)=O)c2N)C(C(=O)NC2CCCC2)c2ccc(OC)c(OC)c2)cc1 (centres undefined)	-0.2	-0.3	-8	-2.0	-22	-30	-0.6	0.4	0.2	-1.3	-1
CCC(C)NC(=O)C1c2ccccc2C(=O)N1Cc1ccccc1OC (centres undefined)	0.0	-0.1	-1	-0.8	2	2	-1.8	-1.5	-3.9	-0.9	-3
COc1ccc(C=Nc2ccc3[nH]ncc3c2)c(O)c1	0.2	-0.4	-31	2.0	-104	-2	-2.9	-3.7	-0.9	-1.4	4
CCN(CC)S(=O)(=O)c1ccc(C(=O)NCc2ccc3[nH]c4c(c3c2)CCCC4)cc1	0.0	-3.3	-15	-3.0	-90	6	-1.1	-3.9	-1.3	-1.7	-3
C=CCOC(=O)C1=C[C@H](c2csc3ccccc23)[C@@H](CCCO)[C@H](OCC)O1	0.0	0.0	5	-1.3	12	-6	-1.1	-2.4	2.9	-1.6	0
COc1ccc(C(CC(=O)O)NC(=O)c2ccccc2)cc1OC (centres undefined)	-1.0	-0.5	-1	1.4	12	3	0.8	-1.2	2.3	-1.4	-2
COc1cccc(N2C(=O)Nc3ccccc3C2(O)C(=O)NCc2ccc3c(c2)OCO3)c1 (centres undefined)	-0.5	0.2	-2	0.1	-5	4	-0.6	2.4	-0.5	-0.2	-3
CCC(CC)C(=O)Nc1ccc(Nc2ccccc2)cc1	-0.2	1.2	0	-1.9	-2	5	3.4	-0.2	1.8	-1.3	1
COc1ccccc1CNC(=O)CN1C(=O)COc2ccc(S(=O)(=O)NC3CCCC3)cc21	0.0	-0.2	5	-1.8	2	-4	2.9	-1.0	0.6	-1.4	-2
CN(C)c1nc(SCC#N)nc(N(C)C)n1	1.8	-1.0	-3	-0.8	-4	3	-3.7	0.4	0.3	-1.1	-4
CC(C)(C)c1ccc(-c2nnc(SCC(=O)c3ccc4c(c3)OCCO4)o2)cc1	0.7	-0.3	-2	1.9	0	4	2.6	0.1	-1.6	-1.2	1
Oc1[nH]c2ccc(Br)cc2c1N=Nc1ccc(F)cc1	1.5	-0.2	-4	4.6	-8	1	3.1	-1.4	0.8	0.0	4
Cc1ccc(NC(=O)CCNC(=O)c2ccccc2Cl)cc1S(=O)(=O)N1CCOCC1	0.3	0.0	-1	-1.4	-3	2	0.3	-2.8	-1.2	-1.4	3
Cc1nc(-c2ccc(C(=O)N3CCCC3)cc2)cs1	-0.8	3.6	-6	3.2	-14	3	11*	-0.1	5.0	-0.5	0
CO[C@@]1(NC(=O)CSCC#N)C(=O)N2C(C(=O)O)=C(CSc3nnnn3C)CS[C@@H]21	1.6	0.5	-8	-1.6	-7	1	-0.4	0.8	-0.1	-2.0	-2
Cc1cc(C(=O)CSc2nc3ccccc3[nH]2)c(C)n1Cc1ccco1	-4.5	0.2	0	2.5	-4	-2	1.1	-1.4	-6.4	-1.5	-3
CC(C(=O)NC(=O)NC1CCCCC1)N1CCN(C(c2ccccc2)c2ccccc2)CC1 (centres undefined)	0.8	0.4	2	-1.4	11	4	-0.4	-1.1	-1.9	-0.9	0
CCOC(=O)c1c(C)c(C(=O)Nc2ccc(F)cc2)c(C)n1C	0.5	0.4	4	-1.4	6	-1	-1.1	-3.0	0.6	-1.6	-5
CCOC(=O)c1sc2nc(CC(=O)OC)nc(N3CCN(c4ccc(OC)cc4)CC3)c2c1C	-1.4	-2.4	-1	-3.4	0	3	-1.9	-3.4	-1.5	-0.7	-1
CC1CN(C(=O)c2ccc(C(=O)c3ccccc3)cc2)CC(C)O1 (centres undefined)	0.7	0.3	0	-2.0	-7	-2	-0.4	-1.2	0.8	-2.0	-2
O=C(CCC(=O)N(c1ccc(F)cc1)C(C(=O)NC1CCCC1)c1ccncc1)Nc1cccnc1 (centres undefined)	0.3	-0.2	-2	0.2	7	1	-1.4	-1.4	-1.0	-0.8	2
CC(=O)c1ccc2c(c1)C1C=CCC1C(c1ccc(S(=O)(=O)N3CCOCC3)cc1)N2 (centres undefined)	0.8	0.0	-1	0.9	-6	-4	-1.2	-0.1	-0.8	-1.4	0

Pulled by structure from above:
SMILES	DAX1 inh-1	DAX1 inh-2	ADAM17 inh	hcDAF12 agonist	ADAM10 inh	NPR1 activator	hgDAF-12 ag	PG9 Ab binder	FXN GAA850 act	ssDAF12 agonist	SMARCA2 activ
COc1cccc(N2C(=O)Nc3ccccc3C2(O)C(=O)NCc2ccc3c(c2)OCO3)c1 (centres undefined)	-0.5	0.2	-2	0.1	-5	4	-0.6	2.4	-0.5	-0.2	-3
Oc1[nH]c2ccc(Br)cc2c1N=Nc1ccc(F)cc1	1.5	-0.2	-4	4.6	-8	1	3.1	-1.4	0.8	0.0	4

Next part:
SMILES	DAX1 inh-1	DAX1 inh-2	ADAM17 inh	hcDAF12 agonist	ADAM10 inh	NPR1 activator	hgDAF-12 ag	PG9 Ab binder	FXN GAA850 act	ssDAF12 agonist	SMARCA2 activ
O=C(O)CCn1c(=S)n(CCC(=O)O)c2ccccc21	0.2	-0.8	-4	-0.6	-8	3	2.3	-0.8	-1.4	-1.6	-1
CCOC(=O)c1ccc(-c2csc(NC(=O)CN3CCC(C)CC3)n2)cc1	0.1	-0.5	-2	-3.6	-1	0	-0.8	2.9	-0.1	-1.2	-1
CC1(C(=O)NS(=O)(=O)c2ccc(Cl)s2)CCN1C(=O)c1ccc(C2CCCCC2)cc1 (centres undefined)	.	0.2	0	0.2	-5	1	-2.2	-2.3	-0.7	-0.7	-1
COc1ccc(CCN(C)Cc2cccc3ccccc23)cc1OC	1.8	-0.4	1	-2.3	2	-6	-2.8	-0.8	-0.9	-1.6	3
CCCn1c(CN2CCCCC2CC)nc2c1c(=O)n(C)c(=O)n2C (centres undefined)	0.7	0.9	-5	-1.5	-6	0	-0.6	-0.1	-0.1	-1.4	0
CO/N=C(\Cn1ncc(NC2CCCCC2)c(Br)c1=O)c1ccc(Cl)cc1	0.3	0.4	3	-0.3	15	1	-0.3	-3.5	1.2	-0.8	0
COc1cccc(-n2cc(CN(C)Cc3nc(Cc4ccccc4)no3)cn2)c1	-1.9	-0.1	-2	-0.2	3	1	-1.3	-2.8	1.7	-1.3	1
CCCc1cc(=O)[nH]c(Nc2ccc(OC)c(Cl)c2)n1	-1.5	0.3	2	-1.2	7	-12	-1.0	-1.0	1.1	-1.2	-1
CC1CN(C(=O)CSc2cn(CC(=O)N3CCOCC3)c3ccccc23)CC(C)O1 (centres undefined)	-0.4	-1.0	-4	0.3	3	0	2.4	-3.1	0.6	-0.6	-2
COc1ccc(S(=O)(=O)NC(C)C(=O)N2CCCC2)cc1Cl (centres undefined)	-1.5	-0.2	2	-0.3	3	5	-2.1	-2.3	1.1	-1.4	-1

Individual results from the list.
CN(C)c1nc(SCC#N)nc(N(C)C)n1 in DAX1 inh-1 = 1.8
C/C(=N\NC(=O)Cn1cc([N+](=O)[O-])cn1)c1ccc(O)cc1 in FXN GAA850 act = 1.6
CCOc1ccc(OCCC(=O)N(CCC2=CCCCC2)c2c(N)n(Cc3ccccc3)c(=O)[nH]c2=O)cc1 in DAX1 inh-2 = -0.5

Compounds as they come. About 6.8% of those tested had a hit in this group.
